# Screening data deposited in PubChem by Broad Institute.
# PglD DTNB = PglD (C. jejuni) enzyme inhibition; purified PglD enzyme, DTNB colorimetric CoA detection; inhibition, % at 12.5 µM; 360,000 tested, 0.098% active; AID 602405; in the data active means inhibition above about 16%, passing the limit was not always enough; inconclusive means no clear call, values can overlap the other calls; further: strong numbers were not always called active
# esBAF inh = inhibitors of esBAF chromatin remodeling in mouse ES cells | Bmi1-luciferase knock-in reporter, 24 h; 100% = twice the neutral-well signal | reporter increase, % at 12.5 µM | 350,000 tested, 2% active; in the data active means activation above about 40%; inconclusive means no clear call, values can overlap the other calls;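 further: 0% = median of the plate's neutral control wells and 100% = double that signal; a rise in the Bmi1 reporter signal indicates esBAF inhibition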
# RAD54 inh = inhibitors of human RAD54 branch migration | Q92698 | RAD54 Holliday junction branch migration, FAM/BHQ fluorescence | AID 602329 | inhibition, % at 10.4 µM | 360,000 tested, 0.14% active;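 active means mean normalized replicate activity at least 40 and at least half of replicates scoring 40 or more; inconclusive means only one of the two criteria met; inactive means mean below 40 and under half of replicates reaching 40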;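 further: 0% = median of neutral control wells and 100% = median of positive control wells; inhibitors cause a drop in the FAM fluorescence signal; in these data hits start at about 50%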
# Target sequence (Q92698 whole entry, looked up): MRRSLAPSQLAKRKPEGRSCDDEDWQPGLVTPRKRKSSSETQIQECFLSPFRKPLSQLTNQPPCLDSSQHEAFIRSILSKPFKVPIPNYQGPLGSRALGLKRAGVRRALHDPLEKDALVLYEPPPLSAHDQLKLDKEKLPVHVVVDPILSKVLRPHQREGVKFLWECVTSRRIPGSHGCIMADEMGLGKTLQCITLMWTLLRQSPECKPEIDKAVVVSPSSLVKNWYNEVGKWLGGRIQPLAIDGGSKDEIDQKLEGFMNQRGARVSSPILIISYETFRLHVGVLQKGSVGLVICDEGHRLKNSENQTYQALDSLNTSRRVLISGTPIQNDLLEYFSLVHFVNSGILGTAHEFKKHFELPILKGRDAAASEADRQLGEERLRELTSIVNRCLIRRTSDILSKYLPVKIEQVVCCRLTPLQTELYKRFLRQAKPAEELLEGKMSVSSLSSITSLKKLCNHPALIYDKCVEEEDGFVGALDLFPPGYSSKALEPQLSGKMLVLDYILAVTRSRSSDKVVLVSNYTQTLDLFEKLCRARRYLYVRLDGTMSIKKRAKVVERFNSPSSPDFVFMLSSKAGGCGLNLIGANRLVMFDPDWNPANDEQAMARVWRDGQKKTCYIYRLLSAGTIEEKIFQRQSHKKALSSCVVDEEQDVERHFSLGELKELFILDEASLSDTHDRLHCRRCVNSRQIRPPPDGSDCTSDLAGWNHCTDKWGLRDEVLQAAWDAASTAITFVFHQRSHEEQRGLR
# RAD52 anneal inh = blocks human RAD52 DNA annealing; recombinant RAD52 DNA annealing, FRET fluorescence; inhibition, % at 18.7 µM; P43351; 360,000 tested, 0.46% active; AID 651710;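 active means every replicate showing at least 50% inhibition; inconclusive means mean inhibition at least 50% but not in every replicate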
# ERp5 inh = blocks human ERp5 reductase activity on insulin. Q15084. ERp5 insulin aggregation, absorbance 650 nm, 90 min. inhibition, % at 9.99 µM. 350,000 tested, 0.05% active;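 active means mean replicate inhibition above about 25%, with every replicate also reaching it, limit read from the data, passing the limit was not always enough; inconclusive means only one of those two criteria met; inactive means neither criterion met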
# E-sel inducer = induces E-selectin expression in human endothelial cells; P16581; HUVEC E-selectin immunofluorescence imaging; normalized: neutral wells 0, TNF-alpha wells 100; activation, % at 7.58 µM; 260,000 tested, 0.37% active; AID 686992;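 active means mean E-selectin-positive cell signal at least 10% of the positive control, reached in at least 60% of replicates, without over 20% cell loss; inconclusive means no rule given, readout overlaps actives, possibly toxicity-flagged; inactive means the rest, including those meeting only one limit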;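 further: in these data hits start at about 27%; measured in HUVEC primary endothelial cells; signal is the percent of cells scored E-selectin positive by PE staining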
#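 Assay system: HUVEC primary endothelial cells. Input: 3,000 HUVEC seeded per well. Doses: one compound dose added by pin transfer. Read-out basis: % PE-positive cells. Benchmarks: TNF-alpha high, DMSO low. Detection: immunofluorescence imaging. Buffer or medium: EGM-2, gelatin.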
# ARNT-TACC3 inh = disrupts binding between human ARNT and TACC3; Q9Y6A5; inhibition, % at 9.99 µM; AID 623870; AlphaScreen His-ARNT PAS-B/GST-TACC3 binding, luminescence; TACC3 fragment carries E629A point mutation; 390,000 tested, 0.66% active;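 active means mean inhibition of replicates at least 50% and at least half of replicates each reaching 50%; inconclusive means half or more replicates reach 50% but mean below 50%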;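 further: 0% = complete ARNT plus TACC3 wells and 100% = ARNT alone without TACC3; many hits fall short of the cut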
# CASP6 VEID inh = blocks human caspase-6 cleavage activity. P55212. purified caspase-6, Z-VEID-R110 cleavage fluorescence. inhibition, % at 12.5 µM. 350,000 tested, 0.53% active;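 active means mean inhibition across replicates at least about 35%, with every replicate also reaching that limit, limit read from the data; inconclusive means only one of the two criteria met; inactive means neither criterion met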;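 further: 0% = median of neutral control wells and 100% = no fluorescence left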
# Target sequence (P55212 24-179 limits assumed): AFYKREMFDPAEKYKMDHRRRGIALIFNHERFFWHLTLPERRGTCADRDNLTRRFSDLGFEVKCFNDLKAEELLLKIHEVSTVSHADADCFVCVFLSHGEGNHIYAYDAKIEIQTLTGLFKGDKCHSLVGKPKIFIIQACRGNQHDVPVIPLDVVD
# Target sequence (P55212 194-293 limits assumed): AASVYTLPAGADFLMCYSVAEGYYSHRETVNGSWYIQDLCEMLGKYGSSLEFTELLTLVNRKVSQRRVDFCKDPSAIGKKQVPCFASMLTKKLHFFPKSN
# * marks the source's active call; other numbers are inactive results; ? = inconclusive; nt = no result given.
SMILES,PglD DTNB,esBAF inh,RAD54 inh,RAD52 anneal inh,ERp5 inh,E-sel inducer,ARNT-TACC3 inh,CASP6 VEID inh
CC(NC(=S)NC1CCCCC1)c1ccc(C(C)(C)C)cc1 (centres undefined),1,-2,3,5,-23,nt,29,42*
O=C(CSc1nnc(-c2ccccc2F)n1C1CC1)NC(=O)c1cccc([N+](=O)[O-])c1,15,nt,-8,-6,3,nt,1,-2
Cc1cccc(-n2nc([N+](=O)[O-])c(=NC3CCN(Cc4ccccc4)CC3)n2O)c1,nt,4,nt,-12,-3,2.3,10,7
CC1COCC(C)N1C(=O)c1cccnc1 (centres undefined),8,5,14,1,0,nt,nt,0
CC(C)Cn1c(-c2ccco2)csc1=Nc1cccnc1,7,-1,-6,nt,nt,nt,9,nt
O=C1c2ccccc2C(=O)C1Cc1cccc2ccccc12,12,-6,1,-13,4,nt,nt,7
COc1ccc(NC(=O)CN(C)S(=O)(=O)c2ccccc2)cc1,1,35,2,13,-1,nt,-87,1
COc1cc(-n2nc(C)c3c2OC(N)=C(C#N)C3c2ccccc2)c(Cl)c(Br)c1O (centres undefined),-1,10,-9,nt,nt,nt,33*,nt
CC(OC(=O)Cc1c(F)cccc1Cl)C(=O)NC1CCCCC1C (centres undefined),9,0,-3,-10,-5,-0.2,-5,0
Cc1occc1C(=O)Nc1ccc(S(N)(=O)=O)cc1,nt,nt,nt,-25,5,nt,0,10
O=C(CN1CCN(c2ccccc2)CC1)c1ccc2cc[nH]c2c1,0,16,3,-9,1,-1.1,2,2
C[C@@H](NC(=O)[C@@H]1[C@@H](CO)[C@@H]2Cn3c(ccc(-c4cccnc4)c3=O)[C@@H]2N1C)c1ccccc1,2,0,-3,4,-1,0.0,-3,0
C[C@@H]1CN([C@@H](C)CO)C(=O)c2cc(C#Cc3cccnc3)cnc2O[C@@H]1CN(C)Cc1ccccc1,-2,nt,5,9,2,-0.2,5,0
CC1(C(=O)NS(=O)(=O)C2CC2)CCCN(C(=O)Cc2ccc(F)cc2)C1 (centres undefined),3,4,5,-2,0,0.1,nt,-1
CC(C)Nc1nc(SCC(N)=O)nc(N2CCOCC2)n1,6,-6,3,nt,nt,nt,-1,nt
Cc1cc(C)c2[nH]c(=O)c(CN(Cc3nnnn3C3CCCC3)C3CCCCC3)cc2c1,2,-1,-11,nt,nt,nt,-11,nt
CCc1nn(CC(=O)NCCc2ccc(S(N)(=O)=O)cc2)c(=O)c2cc3sccc3n12,5,-4,-1,nt,nt,nt,-4,nt
O=C(COC(=O)C1CC2CCCC(C1)C2=O)NC(=O)c1ccc(OC(F)F)cc1 (centres undefined),5,-2,8,-15,-3,-0.1,9,3
Cc1cccc(C)c1C(=O)N[C@@H](Cc1ccccc1)C(=O)O,6,-5,4,-8,-1,0.1,3,-4
CC(C)C#Cc1ccc([C@@H]2[C@H](CO)N3CCCCN(S(=O)(=O)Cc4ccccc4)C[C@@H]23)cc1,0,nt,8,-2,-3,-0.5,7,-1
O=C(Cc1ccc(F)cc1)NCCc1ccccc1,6,-4,7,10,-1,nt,-31,3
CCC(C)(C)NC(=O)C(c1ccc(OC)cc1)N(C(=O)CCC(=O)Nc1cc(C)on1)c1cccc(OC)c1 (centres undefined),2,-2,6,5,3,nt,-4,-1
Cc1ccccc1N(CC(=O)Nc1ccccc1C(=O)NCc1ccco1)S(=O)(=O)c1ccccc1,0,nt,14,nt,nt,0.0,-5,nt
O=C(OCc1nnc(-c2ccccc2)o1)c1cc(Cl)ccc1[N+](=O)[O-],nt,nt,nt,-24,-4,nt,2,6

# Nine entries from above, with two lines to a compound.
# The line under a structure holds: PglD DTNB, esBAF inh, RAD54 inh, RAD52 anneal inh, ERp5 inh, E-sel inducer, ARNT-TACC3 inh, CASP6 VEID inh
> Cc1cc(C)c2[nH]c(=O)c(CN(Cc3nnnn3C3CCCC3)C3CCCCC3)cc2c1
  2, -1, -11, nt, nt, nt, -11, nt
> CCc1nn(CC(=O)NCCc2ccc(S(N)(=O)=O)cc2)c(=O)c2cc3sccc3n12
  5, -4, -1, nt, nt, nt, -4, nt
> O=C(COC(=O)C1CC2CCCC(C1)C2=O)NC(=O)c1ccc(OC(F)F)cc1 (centres undefined)
  5, -2, 8, -15, -3, -0.1, 9, 3
> Cc1cccc(C)c1C(=O)N[C@@H](Cc1ccccc1)C(=O)O
  6, -5, 4, -8, -1, 0.1, 3, -4
> CC(C)C#Cc1ccc([C@@H]2[C@H](CO)N3CCCCN(S(=O)(=O)Cc4ccccc4)C[C@@H]23)cc1
  0, nt, 8, -2, -3, -0.5, 7, -1
> O=C(Cc1ccc(F)cc1)NCCc1ccccc1
  6, -4, 7, 10, -1, nt, -31, 3
> CCC(C)(C)NC(=O)C(c1ccc(OC)cc1)N(C(=O)CCC(=O)Nc1cc(C)on1)c1cccc(OC)c1 (centres undefined)
  2, -2, 6, 5, 3, nt, -4, -1
> Cc1ccccc1N(CC(=O)Nc1ccccc1C(=O)NCc1ccco1)S(=O)(=O)c1ccccc1
  0, nt, 14, nt, nt, 0.0, -5, nt
> O=C(OCc1nnc(-c2ccccc2)o1)c1cc(Cl)ccc1[N+](=O)[O-]
  nt, nt, nt, -24, -4, nt, 2, 6

# Continuation.
SMILES,PglD DTNB,esBAF inh,RAD54 inh,RAD52 anneal inh,ERp5 inh,E-sel inducer,ARNT-TACC3 inh,CASP6 VEID inh
COc1ccc(CCN2CC(C(=O)Nc3cc(S(C)(=O)=O)ccc3Cl)CC2=O)cc1OC (centres undefined),2,-3,8,-12,-6,nt,0,0
COc1ccc(CN(C)C[C@H]2Oc3ccc(NS(=O)(=O)c4c(C)noc4C)cc3CC(=O)N([C@@H](C)CO)C[C@@H]2C)cc1,nt,-1,nt,0,5,?,nt,-1
CN(C)/C=C1\C(=O)N(c2ccc(F)cc2F)C(c2cccnc2)S1(=O)=O (centres undefined),-2,nt,-4,5,-1,-0.2,-7,1
CC(C)NC(=O)c1ccc(N(Cc2ccccc2)S(C)(=O)=O)cc1,1,-5,-3,-68,2,-0.1,-4,-1
Cc1ccccc1OCC(=O)NCCNC(=O)c1cccnc1,1,9,-7,-7,0,0.4,7,-1
COc1ccccc1N=Nc1c(C)noc1C,nt,6,nt,-30,1,2.9,-5,0
CCN(CC)S(=O)(=O)c1cc(NC(=S)NC(=O)C2CCCC2)ccc1C,0,-15,-11,-10,-2,-0.2,21,1
CN1C(=O)[C@H]2[C@@H](/C=C/c3ccccc3)N3C(=O)CN(Cc4ccc(-c5ccccc5)cc4)C(=O)[C@@]3(C)[C@H]2C1=O,0,4,-12,-25,-1,1.2,8,nt
COC(=O)CNC(=O)c1ccccc1[N+](=O)[O-],3,-1,-2,6,-7,nt,-87,nt
COc1cc(O)c2c(c1)OC(C)(C)CC2=O,-2,-4,11,nt,nt,nt,-14,nt
CCCn1nc2cc(C(=O)N(CC)c3ccc(OC)cc3)ccc2c1OCC,-3,3,-1,-8,-8,0.0,28,3
CCCn1c(SC(C)C(=O)NC2CCCC(C)C2C)n[nH]c1=O (centres undefined),-7,-4,6,-3,2,-0.1,nt,-4
COc1ccc(-c2ccc(C(=O)Nc3cccc(N(C)C)c3)c3occc23)c(C)c1,0,29,7,-4,-4,-0.2,nt,1
COC(=O)C[C@H]1CC[C@H](NS(=O)(=O)c2ccc(OC)cc2)[C@H](CO)O1,2,-2,5,-3,1,-0.3,32,1
C[C@H]1CN([C@@H](C)CO)C(=O)c2cccc(NC(=O)c3ccncc3)c2O[C@H]1CN(C)S(=O)(=O)c1ccc(F)cc1,-1,-4,-1,6,-1,0.3,-8,-4
Cc1c(S(=O)(=O)N2CCOCC2)c(=O)n(C)c(=O)n1C,-4,-3,-6,-3,-2,nt,1,-1
N/C(=N\OC(=O)c1cccc(Br)c1)c1ccc(Br)cc1,-11,5,-4,nt,nt,nt,0,nt
O=C1CC(C(=O)N2CCOCC2)C2(CCCC2)O1 (centres undefined),5,-9,3,nt,nt,nt,-1,nt
O=C(c1cccs1)N1CCN(c2nc3c(F)cc(F)cc3s2)CC1,1,43*,4,-3,-5,nt,0,1
COCCCNC(=O)C[C@H]1C[C@H](C(=O)N2CCCCC2)[C@@]2(CCc3ccccc3)c3[nH]c4cc(-c5ccco5)ccc4c3CCN2C1=O,-3,12,-5,-10,4,-1.0,-3,-1
O=C(c1cccc(Cl)c1)N1CCC(=O)N([C@H](COCc2cccc(Cl)c2)Cc2ccccc2)CC1,nt,nt,nt,-6,3,-0.4,nt,3
Cc1noc(C)c1S(=O)(=O)Nc1ccc2c(c1)C(=O)N([C@H](C)CO)C[C@H](C)[C@@H](CN(C)Cc1ccc3c(c1)OCO3)OCCCC[C@@H](C)O2,0,-4,0,10,-2,-0.2,16,-5
Cc1nnc(SC(C)C(=O)NC2CCCCC2)[nH]c1=O (centres undefined),-1,2,8,-6,5,nt,3,-1
CCN(CC(=O)Nc1ccccc1OC)Cc1csc(CC(=O)Nc2ccc(C)cc2)n1,nt,-2,nt,-31,-6,nt,nt,-2
Cc1cc(N/N=C/c2ccc(N(C)C)cc2)c2ccccc2n1,-6,0,-7,-207,0,nt,-2,0
COc1cc(NC(=S)NCCC(c2ccccc2)c2ccccc2)cc(OC)c1,nt,nt,nt,-11,2,-0.1,0,-1
C/C(=N/OC(=O)c1ccc(F)cc1)c1ccc(C)cc1,-5,12,1,nt,nt,nt,-6,nt
COc1ccc(-n2nnnc2SCC(=O)Nc2cccc(C)n2)cc1OC,nt,nt,nt,-24,-6,nt,11,0
COc1ccccc1Nc1c2c(nc3ccc(N)cc13)CCCC2,1,nt,11,13,-7,nt,34,1
COc1ccc(S(=O)(=O)N(C)C[C@H]2Oc3c(NC(=O)c4cnccn4)cccc3C(=O)N([C@@H](C)CO)C[C@H]2C)cc1,9,-2,3,-13,9,15,0,0
Oc1ccc(C2=NN(c3ccccc3)C(c3ccc(F)cc3)C2)cc1 (centres undefined),0,5,18,-29,1,nt,-13,-1
CN(C)CCCNC(=S)N(CCN(C)C)Cc1cc2cc3c(cc2[nH]c1=O)OCCO3,-8,1,29,84*,2,nt,0,-97
CC1CCN(C(=O)COC(=O)c2ccc3ccccc3n2)CC1,2,-1,2,-13,-4,-0.1,1,0
COC(=O)[C@H](CC(C)C)NS(=O)(=O)N[C@@H](CC(C)C)C(=O)OC,-4,1,5,-13,7,-0.1,-3,-3
CCCN1[C@@H]2c3cccc(=O)n3C[C@H]1[C@H](CO)[C@H]2C(=O)N[C@@H](C)c1ccccc1,nt,nt,nt,-12,8,-0.3,nt,2
CC1CC(C)CN(C(=O)CNS(=O)(=O)c2cccs2)C1 (centres undefined),-2,-4,8,-10,2,nt,25,-2
COc1cccc(C(=O)N2C[C@H]3[C@@H](c4ccccc42)[C@@H](CO)N3Cc2ccccc2Cl)c1,-1,2,2,nt,nt,0.9,0,nt
O=C(NC(CC(=O)N1CCN(c2ccc([N+](=O)[O-])cc2)CC1)c1ccccc1)c1ccccc1Cl (centres undefined),nt,nt,nt,-26,0,0.0,0,0
O=C(Cc1ccccn1)N[C@H]1CC[C@@H](CCn2cc(-c3ccccc3)nn2)O[C@H]1CO,-7,6,-1,-3,-2,0.4,-8,0
CCN(CC)S(=O)(=O)c1ccc(S(=O)(=O)Nc2cc3c(cc2C(C)=O)OCO3)cc1,nt,nt,nt,-6,-6,nt,2,-1
CCCCN(CCCNc1ncnc2nc[nH]c12)c1ccccc1,1,1,6,-4,1,-1.0,6,0

# Not a hit list, and some 3.2% of all compounds hit somewhere here.
